# Screening results (PubChem BioAssay)
# GlmU inhibition – inhibition of mycobacterial GlmU enzyme – biochemical, glucosamine-1-phosphate acetyltransferase (AID 1376); 0.25% of 220,000 active; inhibition, %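 (tested at 30 µM in the primary screen)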, or IC50 in µM where a hit was titrated; M. tuberculosis GlmU acetyltransferase enzyme assay; higher % means a stronger effect; in the data active = inhibition above about 13%;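 also: 0% = complete reaction with vehicle and 100% = reaction without substrate; strong numbers were not always called active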
# RmlCD inh 1536 – inhibitors of Mycobacterium tuberculosis RmlC and RmlD coupled enzymes | 0.03% of 160,000 active | P9WH09+P9WH11 | RmlC+RmlD coupled enzyme assay, percent inhibition; primary screen in compound mixtures | AID 1533 | inhibition, % at 3.6 µM; in the data active = inhibition mostly above about 34%, no sharp cut-off; also: some results filed as inactive read as strong as hits
# Target sequence (P9WH09 whole entry, looked up): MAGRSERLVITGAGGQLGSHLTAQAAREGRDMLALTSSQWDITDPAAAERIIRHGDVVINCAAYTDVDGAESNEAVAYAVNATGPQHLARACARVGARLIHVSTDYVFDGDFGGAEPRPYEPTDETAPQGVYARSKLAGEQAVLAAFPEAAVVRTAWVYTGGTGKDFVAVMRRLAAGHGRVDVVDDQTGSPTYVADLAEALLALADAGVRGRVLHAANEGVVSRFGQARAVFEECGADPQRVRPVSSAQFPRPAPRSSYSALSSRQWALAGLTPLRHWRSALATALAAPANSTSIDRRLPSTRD
# Target sequence (P9WH11 whole entry, looked up): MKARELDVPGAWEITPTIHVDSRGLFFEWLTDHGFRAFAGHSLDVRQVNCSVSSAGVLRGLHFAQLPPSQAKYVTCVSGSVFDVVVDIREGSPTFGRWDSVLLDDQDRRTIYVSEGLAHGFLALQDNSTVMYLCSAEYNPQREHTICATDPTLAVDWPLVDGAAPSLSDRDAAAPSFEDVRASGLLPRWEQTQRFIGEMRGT
# * marks the source's active call; other numbers are inactive results; / = not tested or not shown. The list is partial (hit frequency here may not be typical).
# Value order – GlmU inhibition, RmlCD inh 1536
COC(=O)Nc1nc2ccc(C(=O)c3ccc(F)cc3)cc2[nH]1
→ 7.8%, 6
C=CCNc1c2c(nc3nnnn13)CCCC2
→ -3.8%, 6
CCOc1ccc(NC(=O)CNC(=O)COc2ccccc2)cc1
→ -4.4%, 19
Cc1ccc(C(=O)Nc2ccc(-c3csc(C)n3)cc2)cc1
→ -2.9%, -12
Cc1n[nH]c(C)c1S(=O)(=O)N1CCN(C2CCCCC2)CC1
→ 2.4%, /
Clc1ccccc1OCc1nn[nH]n1
→ 0.3%, 9
O=C1CCCC2=C1C(O)(C(F)(F)F)C(=O)N2Cc1ccccc1 (stereo unspecified)
→ 0.3%, 6
Cc1nc2ccc(S(=O)(=O)Nc3cccc(-c4nc5cccnc5s4)c3)cc2s1
→ -3.8%, /
CCOCC(=O)Nc1ccc(F)c(F)c1
→ -0.8%, /
O=C(CCc1nnc(CCCCc2ccccc2)o1)NCCC1CCCCO1 (stereo unspecified)
→ 0.6%, 10
COCCCNS(=O)(=O)c1ccc(Oc2ncc(C(F)(F)F)cc2Cl)cc1
→ 5.6%, -12
Cc1noc(C)c1C(=O)Nc1ccc(F)c(F)c1
→ -7.6%, 9
CC(CN1CCCCC1)OC(=O)Cc1ccc(Cl)cc1 (stereo unspecified)
→ 1.9%, 17
COc1cc(NC(=S)NC(=O)c2cc(C)cc(C)c2)ccc1NC(=O)c1cccs1
→ 4.0%, 6
Cc1ccc(CN2CCN(/N=C/c3cc([N+](=O)[O-])ccc3Cl)CC2)cc1
→ 1.4%, -6

# Single records, from the list above. Screens in order: GlmU inhibition | RmlCD inh 1536
# COCCCNS(=O)(=O)c1ccc(Oc2ncc(C(F)(F)F)cc2Cl)cc1 is entered as 5.6% | -12
# Cc1ccc(CN2CCN(/N=C/c3cc([N+](=O)[O-])ccc3Cl)CC2)cc1 is entered as 1.4% | -6
# C=CCNc1c2c(nc3nnnn13)CCCC2 is entered as -3.8% | 6
# Cc1nc2ccc(S(=O)(=O)Nc3cccc(-c4nc5cccnc5s4)c3)cc2s1 is entered as -3.8% | /
# CCOc1ccc(NC(=O)CNC(=O)COc2ccccc2)cc1 is entered as -4.4% | 19

# (next part)
# Value order – GlmU inhibition, RmlCD inh 1536
Cc1ccc(Cn2nnc3c(=O)[nH]c(C4CCCN(S(=O)(=O)c5ccccc5)C4)nc32)cc1 (stereo unspecified)
→ -4.8%, 3
CCC(C)NC(=O)c1ccc(CSc2nc3ccncc3n2Cc2ccc(F)cc2)cc1 (stereo unspecified)
→ -2.2%, /
Cc1cc(NC(=O)CN2CCN(S(=O)(=O)c3ccc(Cl)cc3)CC2)no1
→ 0.6%, /
CN1C(=O)N(C)C2C1NC(=O)N2C (stereo unspecified)
→ 1.7%, 4
Cc1cc(NC(=O)c2ccco2)ccc1NC(=O)Cc1cccs1
→ 0.7%, /
CCSc1nnc(NC(=O)c2cc(-c3ccc(C)c(C)c3O)n[nH]2)s1
→ -7.1%, 5
O=C(OCCCN=C1NS(=O)(=O)c2ccccc21)c1cccs1
→ -2.0%, -1
CCOC(=O)Cc1cc(OC)c(OC)cc1Cc1cc(OC)c(OC)cc1CC(=O)OCC
→ -2.9%, 27
Cn1c(-c2cccc3ccccc23)n[nH]c1=S
→ 4.3%, /
CC(C)OCCCNC(=O)C(C)Oc1ccccc1 (stereo unspecified)
→ -1.1%, 11
CCN(CCCNC(=O)CCCOc1cc(=O)n(C)c2ccccc12)Cc1ccccc1
→ -3.7%, 12
COc1ccc(-c2csc(NC(=O)CSc3nc(C)cs3)n2)cc1
→ 3.5%, /
Clc1ccc(COc2ccccn2)c(Cl)c1
→ 0.7%, /
O=C(c1ccc(N2CCN(C3CC(=O)N(c4ccc(F)cc4)C3=O)CC2)cc1)c1cccnc1 (stereo unspecified)
→ 0.1%, -6
Cc1cc2ccccc2c(=O)n1CC(=O)NCC(=O)N1CCN(c2ccccc2)CC1
→ 3.5%, /
Cc1ccc(C(=O)NCC(=O)OCC(=O)N2CCCc3ccccc32)cc1
→ -5.8%, 10
Nc1nc2ccccc2n1C(=O)c1ccc(F)cc1
→ -8.4%, -7
Cc1cccc(N2N=C(C(=O)N3CC(=O)Nc4ccccc43)CCC2=O)c1
→ 2.4%, 10
O=C(NC1CCCCC1)c1ccc(N2CCCC2=O)cc1
→ 2.6%, /
CCN(CC)c1ccc(NC(=O)Nc2cccc(C(C)=O)c2)cc1
→ -2.4%, -1
CCc1nnc(NC(=O)CSc2nnc(-c3cc4ccccc4cc3O)n2CCOC)s1
→ 2.4%, /
CCOc1ccc(S(=O)(=O)NCCC(=O)OCN2C(=O)c3ccccc3C2=O)cc1
→ -3.6%, 40
Cc1cccc2sc(NC(=O)C3CCCN(S(=O)(=O)c4cccc5nonc45)C3)nc12 (stereo unspecified)
→ 3.0%, /
COc1ccc(NC2=Nc3ccccc3N3C2=Nc2c(c(C)nn2-c2ccc(C)cc2)C3c2cccnc2)cc1 (stereo unspecified)
→ 0.2%, 4
COC(=O)c1cc(NCc2c(F)cccc2Cl)ccc1N1CCOCC1
→ 2.2%, -4
Cc1cc2nc(C)n(CCCNC(=O)Nc3cccc4ccccc34)c2cc1C
→ -4.6%, /
CC(=O)N1c2c(cc(Br)cc2S(=O)(=O)N2CCN(C(=O)c3ccco3)CC2)CC1C (stereo unspecified)
→ -3.5%, /
Cc1nc(NC(=O)C2CCCC2)sc1Cc1ccc2c(c1)OCO2
→ 0.3%, /
CCOc1ccc2c(c1)c(N=Nc1cccc(C(=O)O)c1)c(O)n2C
→ 5.7%, -10
O=C(Nc1ccc2c(c1)OCCO2)C1CCCN(c2ncccn2)C1 (stereo unspecified)
→ -1.7%, 4

# Continued; it opens with the 2 that closed the last part.
# Value order – GlmU inhibition, RmlCD inh 1536
CCOc1ccc2c(c1)c(N=Nc1cccc(C(=O)O)c1)c(O)n2C
→ 5.7%, -10
O=C(Nc1ccc2c(c1)OCCO2)C1CCCN(c2ncccn2)C1 (stereo unspecified)
→ -1.7%, 4
O=C(N/C=C/c1ccccc1)Nc1ccc(Cl)cc1
→ 5.7%, -6
CC(C)(C)C(C(=O)O)N1CCS(=O)(=O)CC1 (stereo unspecified)
→ 7.8%, -6
O=C(CN1CCN(Cc2ccccc2)CC1)N/N=C/C=C/c1ccco1
→ -0.7%, 3
COc1ccc(NC(=O)Cn2c3ccccc3c3nc4n(c(=O)c32)CCS4)cc1
→ -0.3%, 4
CCc1ccc(S(=O)(=O)NCCc2cn3ccccc3n2)s1
→ -2.6%, /
CC(C)(Oc1ccc(-c2ccco2)cc1)C(=O)O
→ 1.3%, 6
COc1ccc(CCNc2c([N+](=O)[O-])ncn2C)cc1OC
→ -1.1%, 57
Cc1cc(NNC(=O)Nc2cccc(Cl)c2)nc2c1c(C)nn2C
→ 3.4%, 3
N#CCCN1CCN(S(=O)(=O)c2ccc(C#N)cc2)CC1
→ 2.8%, 4
O=c1[nH]c(NCCO)nc2c1C1(CCCC1)Cc1ccccc1-2
→ -2.7%, 2
NS(=O)(=O)c1ccc(NC(=O)COC(=O)Cc2ccc(Cl)cc2)cc1
→ 0.9%, -4
CC(C)NC(=S)N1CCN(S(C)(=O)=O)CC1
→ -2.4%, 2
Cc1cnc(C(=O)OCC(=O)NC2CCCC(C)C2C)cn1 (stereo unspecified)
→ -0.6%, /
COc1cc(/C=C(/C#N)c2ccc(F)cc2)ccc1Oc1ccc([N+](=O)[O-])cn1
→ 1.8%, /
COc1cccc(NC(=O)C2CC(=O)OC23CCOC(C)(C)C3)c1 (stereo unspecified)
→ 8.7%, 10
CC1CCN(CCC(=O)NN)CC1
→ -2.6%, -7
Cc1ccc(NC(=O)CN2C(=O)S/C(=C/c3ccc(O)c([N+](=O)[O-])c3)C2=O)cc1C
→ 15%*, -13
S=c1[nH]nc(-c2ccncc2)n1/N=C/C(Cl)=C\c1ccccc1
→ 2.7%, -2
O=C(NCc1ccco1)c1ccc(=O)oc1
→ 2.3%, -2
CCOc1ccc(-n2c(Cc3cc(=O)[nH]c(=O)[nH]3)nnc2SCc2cccnc2)cc1
→ /, 16
CCCCN(C(=O)c1ccc(S(=O)(=O)N(C)C)cc1)c1ccccc1
→ 1.9%, /
COc1ccc(CC(=O)NCc2nnc(SCC(=O)Nc3cccc(F)c3)n2C)cc1
→ -3.4%, 10
O=C(CCN1C(=O)c2ccccc2C1=O)Nc1ccc(-c2cn3ccsc3n2)cc1
→ 0.7%, /
O=C1CC2(CCCCC2)Oc2ccc(F)cc21
→ 2.8%, /
CN1C(=O)N(C)C2(CC1(C)C)CC(C)(C)N(C)C(=O)N2C
→ -2.5%, 26
Cc1ccc(OCc2cc(C(=O)Nc3ccccc3)oc2C)cc1
→ -5.5%, /
O=C(Cc1ccc2c(c1)OCCO2)N1CCN(S(=O)(=O)c2cccc(Cl)c2Cl)CC1
→ 4.5%, 8
COc1ccccc1Nc1nc(NCCO)nc(N2CCCC2)n1
→ -0.3%, /
COc1ccccc1NC(=O)c1ccccc1NC(=O)c1cc(Cl)ccc1NC(=O)c1ccco1
→ 3.4%, -8
Cc1ccc(-n2c(C)nc3ccccc3c2=O)c(C)c1
→ 0.2%, 4
COc1ccc(/C=C2\N=C(SC)N(C)C2=O)cc1
→ 5.5%, /
CCCNc1ncnc2c1cnn2-c1ccc(OC)cc1
→ /, 9
c1ccc(NCc2nc(-c3ccccc3)no2)cc1
→ -0.5%, 17
COc1ccc(CCNC(=O)CN2C(=O)c3ccccc3S2(=O)=O)cc1
→ -3.5%, /
CC(=O)C(=Cc1cn(-c2ccccc2)nc1-c1ccccc1)C(C)=O
→ 1.6%, -16
O=C(CN1C(=O)NC2(CCCC2)C1=O)N1CCN(S(=O)(=O)c2ccc(Cl)cc2)CC1
→ 3.9%, 3
Cc1nc2c(-c3ccccc3)c(C)nn2c(SCC(N)=O)c1Cc1ccccc1
→ 8.0%, -7
CC1CCN(CC(=O)Nc2ccc(Br)cc2[N+](=O)[O-])CC1
→ -2.9%, /
CCOC(=O)N1CCN(c2nc(C)c3c(n2)CC(C)CC3=O)CC1 (stereo unspecified)
→ -4.0%, 6
CN(CCO)c1cc(Sc2nc3ccccc3s2)c2nonc2c1[N+](=O)[O-]
→ 3.4%, -4
COCCNC(=O)c1ccc2c(c1)ncn2-c1ccc(F)c(F)c1
→ -4.2%, /
O=C(Cn1cc2c(n1)CCCC2)NCc1cccnc1
→ -3.2%, -3
N/C(CSc1nc(-c2ccccc2)c(-c2ccccc2)o1)=N\O
→ 1.1%, 7
CC(C)n1cnc2c(Nc3cccc(Cl)c3)nc(NCCCO)nc21
→ 0.0%, /
COc1ccc(CNc2n[nH]c(NCc3ccc(OC)c(OC)c3)n2)cc1OC
→ -0.3%, -3
CC(C)(CO)Nc1nc(Cl)nc(NC2CCCCC2)n1
→ -0.1%, 13
CCCCCCCCOC(=O)C[N+](C)(C)C/C=C(/C)Cl
→ 0.2%, 4
CCNC(=O)CC1C(=O)N(c2ccc(F)cc2)C(=O)N1Cc1ccc(OC)cc1 (stereo unspecified)
→ 0.5%, -1
Cc1nn(C(C)C(=O)c2cccc(Cl)c2)c(C)c1[N+](=O)[O-] (stereo unspecified)
→ -1.9%, /
CCN(C=NC1=NN(c2cccc(C(F)(F)F)c2)CC1)CC
→ -3.8%, 7
O=C(N/N=C/c1ccc(OC(=O)c2ccccc2)c([N+](=O)[O-])c1)c1ccc(O)cc1
→ 7.5%, 13
CCCCN(C(=O)Nc1ccc(Cl)cc1)C1CCN(C(C)=O)CC1
→ -3.5%, 6
Cc1ccc(-n2nc(-c3cccs3)cc2C(=O)NCC2CCCO2)c(C)c1 (stereo unspecified)
→ -2.4%, /
Cc1ccc2[nH]c(-c3ccccc3)c(CN3CCCC3)c(=O)c2c1
→ -6.0%, /
O=C(COc1ccc(Cl)cc1)Nc1ccccc1CO
→ -4.3%, -8
CCN(CC)C(=O)CSc1nc2cccnc2n1-c1ccccc1OC
→ -6.3%, /
COC(=O)c1nn(-c2ccc(OC)cc2)c(=O)cc1NN
→ 1.7%, /
O=C(N/N=C/c1cc(Cl)cc([N+](=O)[O-])c1O)NC12CC3CC(CC(C3)C1)C2
→ 9.2%, -7
CN(C)CC(=O)c1c[nH]c2ccccc12
→ -6.0%, /
Cc1ccc(NC(=O)C(=O)NCC2CCCO2)cc1C (stereo unspecified)
→ -1.2%, 8

# (more compounds)
# Value order – GlmU inhibition, RmlCD inh 1536
CCSc1nc(C)cc(Oc2ccc(=O)n(C)n2)n1
→ -4.8%, /
Oc1ccccc1C1=Nc2ccccc2N=C(c2ccco2)C1
→ -3.1%, 11
O=S(=O)(c1ccc(S(=O)(=O)N2CCC3(CC2)OCCO3)cc1)N1CCCC1
→ 3.9%, 8
O=C1NC(=O)C(CCc2ccncc2)(CCc2ccccn2)C(=O)N1c1ccc(Br)cc1 (stereo unspecified)
→ 6.3%, 5
Cc1cc2c(cc(C(=O)OC(C(=O)NCc3ccco3)C(C)C)n2C)o1 (stereo unspecified)
→ 4.7%, 0
COc1ccc(/C=C2\SC(=N)N(c3ccc(F)cc3)C2=O)cc1OC
→ -7.4%, 1
Nc1ccc(Cl)cc1C(=O)OCC(=O)NC1CCS(=O)(=O)C1 (stereo unspecified)
→ -6.4%, 5
CCOc1ccccc1CNc1ccc(N2CCOCC2)c(C(=O)O)c1
→ -4.1%, 4
OCC1(Cc2ccccc2Cl)CCN(C/C=C/c2ccccc2)CC1
→ -0.7%, -8
COc1ccc2[nH]c(=O)c(CN(C)C(=O)c3cccs3)cc2c1
→ 1.9%, -3
Cc1ccc2nc(N/N=C/c3ccccc3C#N)nc(-c3ccccc3)c2c1
→ -3.4%, /
CCCc1nnc(NC(=O)c2cc3ccccc3oc2=O)s1
→ -2.3%, -12
Cn1c(CCNC(=O)c2ccco2)nc2cc(NC(=O)C3CCCCC3)ccc21
→ 2.1%, /
CC1CCc2c(nc3ncnn3c2N2CC(C)OC(C)C2)C1 (stereo unspecified)
→ 2.0%, /
CC1(C)CC(=O)C(C=Nc2ccccc2)=C(O)C1
→ -2.7%, -8
O=C(O/N=C1\CCS(=O)(=O)c2sccc21)C1CC1
→ -3.3%, 5
O=C(CCCl)Nc1cc(SCCO)cc([N+](=O)[O-])c1
→ 1.2%, 1
